High-throughput results from PubChem.
p53ts 39C kill – cytotoxicity in p53ts cells at nonpermissive temperature; hit rate 1.5% among 130,000; Potency, µM (series often up to 46.1 µM), for inactives: top-dose activity change, negative = cell killing, actives largely listed as cytotoxic; H1299-p53A138V viability at 39C, ATP luminescence, 24 h; further: nearly all actives have a fitted effect of over 55% in size
p53ts 32C kill – p53ts cell cytotoxicity, permissive temperature. H1299-p53A138V at 32C, ATP luminescence viability, 24 h. Potency, µM (series often up to 46.1 µM), for the others: at the highest dose activity change, negative = cytotoxicity, usual class: cytotoxic. hit rate 0.93% among 130,000. AID 924;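 further: 0% = DMSO and -100% = full killing by reference compound; nearly all actives have a fitted effect of over 55% in size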
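H1299-p53 A138V cells (temperature-sensitive p53) exposed 24 h to up to 46 uM compound at 32C, where p53 is wild-type in conformation. Viability read as ATP luminescence and normalised to DMSO and 100 uM tamoxifen. AC50 fitted with the Hill equation.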
Peg3 imprint – inducers of genomic imprint erasure in mouse ES cells; Potency, µM (series often up to 60.7 µM), inactives show top-dose activity change, positive = activation, actives largely listed as activators; hit rate 0.02% among 110,000; mouse ES Peg3-LacZ reporter, beta-gal luminescence, 40 h;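 further: 0% = negative control wells on the plate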
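Readout: BetaGlo luminescence (5 min, room temp) for LacZ from the normally silent maternal Peg3 allele in female Peg3LacZ-Neo ES cells. Cells 300/well, 40 h, 37C, 5% CO2. Data normalized per plate to negative controls.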
IkB signaling – inhibitors of IkB signaling in ABC-DLBCL cells; AID 445; ABC-DLBCL IkBa-CBG/CBR dual luciferase ratio, 4 h; response scale: scaled: untreated 0%, proteasome inhibitor 100%; hit rate 0.04% among 110,000; Potency, µM (titrated, usually from 57.1 µM), inactives show at the highest dose IkBa stabilization activation; active means well fitted curve in the direction sought with a large enough effect in the signal ratio, not every such curve was filed as active; inconclusive means small, poorly fitted or top-dose-only effect, or a change in a side signal; the % refers to the signal ratio;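 further: the direction sought is a rising ratio; 0% = basal untreated cells and 100% = reference inhibitor full response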
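Luminescence ratio of IκBα-fused green versus native red beetle luciferase in OCI-Ly3 cells, 4 h post-doxycycline with compound; red signal alone, scaled from basal (0%) to zero light (-100%), flagged nonspecific or cytotoxic effects.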
* = called active by the depositor; ? = inconclusive; / = not tested or not shown; [ ] = dose if it differs, or a comment. Unless noted, the call rests on the fitted dose curve; in most records, active means well fitted curve in the direction sought with a large enough effect; inconclusive means small, poorly fitted or top-dose-only effect, or another doubt; inactive means no such curve, though single readings can be large; an effect the other way counts as inactive or inconclusive. Unless noted, on the % scale 0 is the no-effect control and ±100 the full control effect; potency means the concentration at half of the fitted maximal effect.

structure	p53ts 39C kill	p53ts 32C kill	Peg3 imprint	IkB signaling
Cc1cccc(NC(=O)CSc2nnc(CNC(=O)c3c(F)cccc3Cl)o2)c1C	11%	-1%	12%[10.9 µM]	1.7%
COc1ccc(NC(=O)NCCN2CCc3ccccc3C2)cc1	5%	4%	-13%	-0.6%
Cc1nn(C)c(C)c1CN(C)C(=O)c1cnn2c1NC(c1ccccc1)CC2C(F)(F)F (stereo not drawn)	-4%	-7%	-11%	?
CCOc1ccc(C(=O)Nc2c(C(=O)Nc3ccccc3OC)oc3ccccc23)cc1OCC	-2%	1%	-11%[10.9 µM]	2.1%
COc1ccc(C(=O)NNc2ncnc3c2cnn3-c2ccc(C)c(Cl)c2)cc1	33%[activator]	-6%	-13%[10.9 µM]	-0.1%
CC1(C)Cc2nc(-c3ccccc3)n3cnnc3c2CO1	18%	10%	-9%	-3.2%
CN(C)CC(=O)N1c2ccccc2CCc2ccc(NC(=O)c3ccc(N)cc3)cc21	-14%	-17%	29%	3.7%
CCOC(=O)N1CCN(C(=O)C2CCN(S(=O)(=O)c3cc(Cl)ccc3Cl)CC2)CC1	5%	0%	-16%	0.3%
COC(=O)Nc1ccc(NC(C)=O)cc1	11%	-6%	-2%	-0.3%
Cc1ccc(NC(=O)Cc2nc(CSc3nnc(-c4ccc5c(c4)OCO5)o3)cs2)cc1	-16%	-6%	-19%	?
CC(C)C12CN3CC(C(C)C)(CN(C1)C3c1ccc(OCc3ccccc3)cc1)C2=O (stereo not drawn)	-21%	-1%	-5%[10.9 µM]	-1.2%
Cc1nn(CC(=O)Nc2cc(F)ccc2F)c(=O)c2cccn12	?	-2%	-12%[10.9 µM]	-1.9%
COc1ccc(CNC(=O)Cc2c(C)c3cc4c(C)coc4cc3oc2=O)cc1OC	-29%	-2%	29%[10.9 µM]	1.1%
CCCNC(=O)Nc1cc(C)on1	-4%	3%	-4%	0.5%
CCOc1ccccc1NC(=O)c1c(NCc2cccs2)sc2c1CCCCC2	-14%	25%	-12%[10.9 µM]	-1.0%

Other records
structure	p53ts 39C kill	p53ts 32C kill	Peg3 imprint	IkB signaling
O=C(O)c1ccc(C(=O)Nc2cccc3ccccc23)c(C(=O)O)c1	-4%[9.22 µM]	1%[9.22 µM]	-8%[10.9 µM]	2.7%[11.4 µM]
O=C(NCc1ccco1)c1ccc(COCC(F)(F)C(F)F)cc1	-3%	7%	-14%	0.5%
On1c(-c2ccco2)nc2c1CCc1nonc1-2	-3%	6%	-6%	-0.3%
COc1ccc(-n2nc(C(=O)Nc3ccc4c(c3)OCO4)c3ccccc3c2=O)cc1	-5%	5%	2%	1.8%
Cc1cn2c(=O)cc(COC(=O)c3ccc(NC(=O)c4ccc(F)cc4)cc3)nc2s1	-13%	12%	-19%[10.9 µM]	-1.4%
CCCCCCNC(=O)c1c(N)n(/N=C/c2ccco2)c2nc3ccccc3nc12	4%	2%	-1%	1.6%
Cc1nnc2sc(-c3ccco3)nn12	6%	7%	-2%	5.2%
COc1cccc(OC)c1C(=O)Nc1ccc(N2CCN(S(C)(=O)=O)CC2)cc1	-7%	-8%	-14%	-1.3%
Cc1cc(-c2ccccc2)nc2cc(C(N)=O)nn12	12%	14%	-11%	-1.8%
COc1cc(Cl)c(C)cc1NC(=O)COC(=O)c1cnc(C)cn1	-3%	2%	-9%	0.5%
Nc1c(C(=O)Nc2ccc(OC(F)(F)F)cc2)sc2nc(-c3ccncc3)ccc12	?	-28%	14%[10.9 µM]	?
O=C(c1ccccc1)[C@H](Nc1ccc2ccccc2c1)c1ccccc1	-4%[9.22 µM]	11%[9.22 µM]	-13%[10.9 µM]	-0.3%[11.4 µM]
CCN(CC)CCn1c(-c2ccccc2)nc2c(NCCO)nc(C)nc21	-16%	-3%	-8%	/
N#Cc1cccc(NC(=O)c2nc(-c3ccccc3)n(-c3ccccc3)n2)c1	8%	39%[activator]	-9%	0.1%
Cc1cccc(-n2nc(C)c(C(=O)Nc3cc(C)ccc3C)c2-n2cccc2)c1	17%	11%	-12%[10.9 µM]	?

(list continues)
structure	p53ts 39C kill	p53ts 32C kill	Peg3 imprint	IkB signaling
COc1cccc(NC(=O)N2CCN(Cc3nc4ccccc4c(=O)[nH]3)CC2)c1	-4%	-7%	-6%	0.6%
Cc1ccc(OCC(=O)Nc2ccc(Cl)c(-c3nc4ncccc4o3)c2)cc1C	-9%	9%	-14%[10.9 µM]	?
O=c1[nH]c(C2CCCN(S(=O)(=O)c3ccc(F)cc3)C2)nc2c1nnn2Cc1ccccc1 (stereo not drawn)	-1%	-6%	1%	3.5%
NS(=O)(=O)c1ccc(CCNC2CC(=O)N(Cc3ccccc3)C2=O)cc1 (stereo not drawn)	7%	4%	2%	0.8%
COc1ccc(Cc2nnc(C(=O)NCCCN3CCN(c4ccccc4F)CC3)o2)cc1OC	23%	3%	-6%[10.9 µM]	0.5%
Cc1ccc2[nH]c(=O)c(CN(C(=O)c3cccc(Cl)c3)C(C)(C)C)cc2c1	-24%	-3%	-8%[10.9 µM]	1.5%
CCOc1cccc(C2c3[nH]c4ccccc4c3CCN2C(=O)CSc2ccccc2)c1 (stereo not drawn)	1%	46%[activator]	4%[10.9 µM]	?
CCOc1ccc(C(=O)c2cn(CC(=O)Nc3ccc(Cl)cc3)c3cc4c(cc3c2=O)OCCO4)cc1	-26%	16%	-20%[10.9 µM]	?
COc1cc2c(C(=O)N3CCN(c4cccc(Cl)c4)CC3)cn(C)c(=O)c2cc1OC	?	-2%	-8%[10.9 µM]	?
COc1ccc(CNC(=O)CCc2nnc3n(CC(C)C)c(=O)c4ccccc4n23)cc1	3%	-8%	12%[10.9 µM]	-0.1%
O=C(c1ccncc1)c1nccn1-c1ccccn1	2%	5%	9%	1.1%
CCCOc1cccc(C(=O)Nc2cccc(NC(=O)c3ccc(Cl)cc3Cl)c2)c1	1%	0%	4%[10.9 µM]	?
COc1cc(C(=O)NCCC(=O)NCCN2CCOCC2)cc(OC)c1OC	7%	-18%	2%	0.1%
COC(=O)c1ccccc1NC(=O)c1ccc(COc2ccccc2Cl)o1	1%	-7%	-13%[10.9 µM]	-2.6%
COC(=O)C1CCN(S(=O)(=O)c2ccc(N3CCCCS3(=O)=O)cc2)CC1	-12%	0%	-14%[10.9 µM]	-0.7%

Remaining list, next part:
structure	p53ts 39C kill	p53ts 32C kill	Peg3 imprint	IkB signaling
CCN(CC)C(=O)CSc1nnc(CCN)o1	-6%	4%	-10%	2.3%
O=C1C2C3C=CC(C3)C2C(=O)N1c1ccncc1 (stereo not drawn)	-2%	8%	7%	2.0%
O=C(NCc1ccco1)C(C(=O)c1ccc(F)cc1)n1ccccc1=O (stereo not drawn)	-1%	12%	2%	-0.4%
CCOc1cccc(OCCCNCCCOC)c1	15%	-1%	-16%	0.8%
O=C(OCC(O)C(O)COC(=O)c1ccccc1)c1ccccc1 (stereo not drawn)	4%	-8%	-4%	-0.8%
Cc1ccc(C(C(=O)NC2CCCCC2)N(C(=O)c2csnn2)C2CCCC2)o1 (stereo not drawn)	-5%	2%	-7%	-0.8%
CCc1ccc(NC(=O)Cn2nnc(C(=O)Nc3cc(C)ccc3OC)c2N)cc1	-24%	-10%	3%[10.9 µM]	0.7%
COc1ccc(CN2C(=O)N(c3cccc(C)c3)C(=O)C2CC(=O)Nc2ccc(F)cc2)cc1OC (stereo not drawn)	22%	2%	12%[10.9 µM]	-0.5%
CC(=O)Nc1cccc(NC(=O)C2CCCN2C(=O)Nc2cccc(F)c2)c1 (stereo not drawn)	5%	7%	0%	-0.2%
COc1ccccc1N1C(C)=CC(=C(C#N)c2nc3ccccc3s2)C=C1C	-17%	-5%	/	/
CC1CCN(c2nnc(-n3cccc3CNc3cccc(F)c3)s2)CC1	3%	-1%	8%[10.9 µM]	12%
O=C1CC(N2CCN(c3ccc(S(=O)(=O)N4CCCC4)cc3)CC2)C(=O)N1c1ccc(F)cc1 (stereo not drawn)	-3%	11%	-12%	-1.5%
CCN(CC)CCOC(=O)c1cccc(OC)c1	13%	-4%	-40%[inhibitor]	3.4%
O=c1[nH]c(=O)n(C2CCCO2)cc1Br (stereo not drawn)	7%	5%	-5%	-1.7%
Cc1ccc(C)c(OC(=O)CSc2nnc(CNC(=O)c3ccccc3)o2)c1	13%	-1%	-12%[10.9 µM]	-1.1%

(more compounds)
structure	p53ts 39C kill	p53ts 32C kill	Peg3 imprint	IkB signaling
Cc1cccc(CNc2ncncc2-c2cccnc2)c1	1%	7%	-15%	-1.0%[11.4 µM]
Cc1ccc(C(C)C)c(OCC(O)CN2CCN(CCO)CC2)c1 (stereo not drawn)	11%	-12%	/	/
CCOc1cc(-c2ccc(OC(=O)c3ccccc3Cl)c(OC)c2)cc(=O)c2c(C)oc(C)c12	-2%	2%	-11%[10.9 µM]	0.6%
COc1ccccc1/C=c1\sc2nc(-c3ccncc3)nn2c1=O	-10%	-5%	-1%	0.0%
O=c1c2ccccc2oc2ncccc12	18%	2%	-25%	-0.7%
Clc1c(CSc2nc3ccccc3o2)nc2ccccn12	?	-30%	-43%[inhibitor]	?
CCC1=C(OC(=O)N(CC)CC)N2C(=O)OC(=NCC(=O)OC)[C@]2(C)[C@H]2C1=CC[C@H]1C(=O)N(CC)C(=O)[C@H]12	4%	-4%	-1%	/
Cc1ccc(S(=O)(=O)/N=C(\CN2CCCCC2)N2CCOCC2)cc1	12%	2%	-8%	2.3%
Cc1nc(SC(C)C(=O)Nc2ccccc2Cl)cc(-c2ccccc2)n1 (stereo not drawn)	-16%	?	-7%[10.9 µM]	?
CNC(=O)NC(=O)CSc1ccc(NC(C)=O)cc1	-2%	-19%	-3%	0.9%
C1CCCC1	4%	8%[1.84 µM]	-1%	-1.0%
[O-][N+]12CC[N+]([O-])(CC1)c1ccccc12	-10%	-2%	-3%	-1.1%
Cc1nn(CC(=O)Nc2ccccc2)c(=O)c2ccccc12	24%	3%	-3%	-2.3%
COc1ccccc1CNC(=O)c1c[nH]c2ccc(S(=O)(=O)Nc3cc(C)cc(C)c3)cc2c1=O	-8%	11%	-6%[10.9 µM]	?
COc1cccc(NC(=O)C2CCCN(S(=O)(=O)c3ccc4[nH]c(=O)ccc4c3)C2)c1 (stereo not drawn)	17%	11%	-11%[10.9 µM]	?
CN(C)S(=O)(=O)c1ccc(C(=O)OCC(=O)c2ccc(OC(F)F)cc2OC(F)F)cc1	-13%	-1%	-3%	2.2%
Cn1nc(-c2ccc(Cl)cc2)c2cc(C(=O)NCCCN3CCOCC3)sc21	-16%	0%	-22%	7.5%
Cc1ccc2cc(CN(CC(C)C)C(=O)C3CCCO3)c(=O)[nH]c2c1 (stereo not drawn)	11%	4%	-14%	-0.7%

Molecules shown so far that contain a furan ring, fused or not:
structure	p53ts 39C kill	p53ts 32C kill	Peg3 imprint	IkB signaling
CCOc1ccc(C(=O)Nc2c(C(=O)Nc3ccccc3OC)oc3ccccc23)cc1OCC	-2%	1%	-11%[10.9 µM]	2.1%
COc1ccc(CNC(=O)Cc2c(C)c3cc4c(C)coc4cc3oc2=O)cc1OC	-29%	-2%	29%[10.9 µM]	1.1%
O=C(NCc1ccco1)c1ccc(COCC(F)(F)C(F)F)cc1	-3%	7%	-14%	0.5%
On1c(-c2ccco2)nc2c1CCc1nonc1-2	-3%	6%	-6%	-0.3%
CCCCCCNC(=O)c1c(N)n(/N=C/c2ccco2)c2nc3ccccc3nc12	4%	2%	-1%	1.6%
Cc1nnc2sc(-c3ccco3)nn12	6%	7%	-2%	5.2%
COC(=O)c1ccccc1NC(=O)c1ccc(COc2ccccc2Cl)o1	1%	-7%	-13%[10.9 µM]	-2.6%
O=C(NCc1ccco1)C(C(=O)c1ccc(F)cc1)n1ccccc1=O (stereo not drawn)	-1%	12%	2%	-0.4%
Cc1ccc(C(C(=O)NC2CCCCC2)N(C(=O)c2csnn2)C2CCCC2)o1 (stereo not drawn)	-5%	2%	-7%	-0.8%
CCOc1cc(-c2ccc(OC(=O)c3ccccc3Cl)c(OC)c2)cc(=O)c2c(C)oc(C)c12	-2%	2%	-11%[10.9 µM]	0.6%
